High-throughput results as filed in PubChem BioAssay.
RGS4 inh – blocks human RGS4-accelerated GTP hydrolysis; Transcreener GDP fluorescence polarization, RGS4-accelerated GTP hydrolysis; Potency, µM (doses to about 114 µM), for the others: at the top dose activity change, negative = inhibition, hits mostly inhibitors; actives 0.039% (n = 390,000); AID 504845; further: potency means the concentration at half of the fitted maximal effect; on the % scale 0 is the no-effect control and ±100 the full control effect; nearly all actives have a fitted effect of over 75% in size; some results filed as inactive show a strong effect at the top dose
Target sequence (P49798 whole entry, looked up): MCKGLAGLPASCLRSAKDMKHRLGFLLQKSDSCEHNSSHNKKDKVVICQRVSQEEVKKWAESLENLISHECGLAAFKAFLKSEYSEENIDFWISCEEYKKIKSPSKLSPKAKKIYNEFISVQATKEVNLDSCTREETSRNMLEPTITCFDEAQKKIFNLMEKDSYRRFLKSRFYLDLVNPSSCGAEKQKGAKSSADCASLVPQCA
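MLSMR compounds (23 nl, pin-transferred) preincubated 10 min at room temperature with a 500nM (2x) first reagent, then RGS4 at 900nM (2x) plus Transcreener GDP mix added; fluorescence polarization (620/688 nm) read before and after 90 min at 30 °C.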
ERG-DNA inh – blocks human ERG Ets domain binding to DNA. P11308. fluorescence polarization, His-ERG Ets domain / labelled DNA. Potency, µM (series often up to 76.9 µM), for the others: at the top dose FP activity, negative = inhibition, most hits filed as inhibitors. actives 0.028% (n = 370,000); active means well fitted inhibition curve with a large enough effect in the polarisation, with a control signal flat; inconclusive means small, poorly fitted or top-dose-only effect, or effect the other way, or a change in a side signal; inactive means no such curve, though single readings can be large or run the other way; the % refers to the polarisation;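 further: polarization taken with two DNA probes labelled with fluorescein and Texas red; potency means the concentration at half of the fitted maximal effect; % of control where 0% means no effect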
Target sequence (P11308 whole entry, looked up, the tested form may be a part): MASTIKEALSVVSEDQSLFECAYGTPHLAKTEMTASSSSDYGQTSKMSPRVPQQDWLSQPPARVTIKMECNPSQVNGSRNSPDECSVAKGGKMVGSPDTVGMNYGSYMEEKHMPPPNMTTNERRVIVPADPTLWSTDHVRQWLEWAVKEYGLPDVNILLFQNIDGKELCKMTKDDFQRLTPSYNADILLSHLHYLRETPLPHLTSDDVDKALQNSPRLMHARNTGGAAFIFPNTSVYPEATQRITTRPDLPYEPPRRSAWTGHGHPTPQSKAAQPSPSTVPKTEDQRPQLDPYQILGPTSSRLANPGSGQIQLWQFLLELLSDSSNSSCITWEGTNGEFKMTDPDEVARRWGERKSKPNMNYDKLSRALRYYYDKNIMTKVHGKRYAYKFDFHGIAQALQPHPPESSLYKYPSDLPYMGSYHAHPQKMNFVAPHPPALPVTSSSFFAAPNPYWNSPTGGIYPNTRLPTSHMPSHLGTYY
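His-tagged ERG Ets domain (1 uM in the protein solution; 300mM KCl, 50mM Tris-HCl, 1mM EDTA, 1mM DTT, pH 7.5) received compound, then a probe mix of 5 nM fluorescein-DNA and 100nM Texas-615-DNA. Fluorescence polarization was read for both dyes.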
APE1 inh – blocks human APE1 abasic DNA cleavage; recombinant APE1, TAMRA/BHQ-2 abasic DNA cleavage fluorescence; Potency, µM (top dose mostly 65.8 µM), inactives show at the highest dose activity change, negative = inhibition, usual class: inhibitors; actives 0.35% (n = 350,000);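 further: potency means the concentration at half of the fitted maximal effect; plate controls were vehicle for no effect and reference inhibitor for full effect; nearly all actives have a fitted effect of over 55% in size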
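Kinetic fluorescence read (525 ex/598 em nm, three reads 60 s apart) of AP-site incision; signal = third minus first read. Enzyme 0.75 nM, dual-labelled THF duplex 50 nM, compound preincubation 15 min RT.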
Pol beta inh – blocks human DNA polymerase beta activity. P06746. Pol beta primer extension/strand displacement, fluorescence kinetic. Potency, µM (doses to about 114 µM), for the others: at the highest dose activity change, negative = inhibition, hits mostly inhibitors. actives 1.3% (n = 340,000). AID 485314; further: potency means the concentration at half of the fitted maximal effect; on the % scale 0 is the no-effect control and ±100 the full control effect
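Pol beta (10 nM) was preincubated with compound for 15 min at room temperature. The reaction was then started with 50 nM substrate and read immediately and after a further 10 min at room temperature.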
12-LOX inh – blocks human arachidonate 12S-lipoxygenase; P18054; purified 12hLO, xylenol orange hydroperoxide absorbance; Potency, µM (titrated, usually from 108 µM), inactives show at the top dose activity change, negative = inhibition, actives largely listed as inhibitors; actives 1.1% (n = 580,000); AID 1671190; further: potency means the concentration at half of the fitted maximal effect; on the % scale 0 is the no-effect control and ±100 the full control effect
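Purified human 12hLO (150 nM final) in 25 mM Hepes, 0.01% Triton X-100, pH 7.0 was preincubated 15 min at room temperature with compound. Then 40 uM arachidonic acid was added, 30 min. Hydroperoxide was read by Fe-XO absorbance ratio 573/405 nm.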
Pol eta inh – DNA polymerase eta (human) inhibition; Q9Y253; recombinant Pol eta, fluorescent DNA replication assay; Potency, µM (titrated, usually from 114 µM), without a hit: at the highest dose activity change, negative = inhibition, usual class: inhibitors; actives 1.2% (n = 390,000); further: potency means the concentration at half of the fitted maximal effect; on the % scale 0 is the no-effect control and ±100 the full control effect
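Pol eta (10 nM) was preincubated with compounds for 15 min at room temperature, after which fluorescent replication substrate (50 nM final) was added to start the reaction. Fluorescence was read kinetically at 0 and 10 min.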
LDHA inh – blocks human lactate dehydrogenase A; P00338; purified LDHA, NADH/diaphorase-resazurin fluorescence; active compounds read low; activity change, % (values are at about 110 or 230 µM); actives 0.15% (n = 480,000); AID 1347041; in the data active means activity change below about -30%; inconclusive means mostly about -25% to -30%;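 further: plate controls were DMSO wells for no effect and wells without enzyme for full effect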
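LDH5 2 nM; NADH 0.06 mM, pyruvate 0.2 mM; 200 mM Tris pH 7.4, EDTA, Tween-20; 5 min RT. Detection: diaphorase 0.133 mg/mL + resazurin 37 µM, fluorescence ex540/em590 at 0 and 20 min; normalized to enzyme-free and DMSO wells.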
Apoferritin bind – binds horse apoferritin like a general anesthetic. P02791. apoferritin/1-aminoanthracene competitive binding, fluorescence. Potency, µM (series often up to 77.5 µM), for inactives: at the highest dose activity change, negative = displacement, most hits filed as inhibitors. actives 0.074% (n = 350,000). AID 485281; further: potency means the concentration at half of the fitted maximal effect; on the % scale 0 is the no-effect control and ±100 the full control effect; nearly all actives have a fitted effect of over 20% in size
Target sequence (P02791 2-175 limits assumed): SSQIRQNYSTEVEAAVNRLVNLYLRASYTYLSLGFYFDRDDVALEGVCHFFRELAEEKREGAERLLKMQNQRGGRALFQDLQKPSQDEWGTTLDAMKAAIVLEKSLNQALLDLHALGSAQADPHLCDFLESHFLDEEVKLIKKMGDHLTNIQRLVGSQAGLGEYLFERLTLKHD
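Concentration-response curves derived by four-parameter Hill fitting of normalized fluorescence, where compounds displaced 1-AMA from 10 uM horse apoferritin following a brief 10 min room-temperature incubation; propofol titration acted as positive control.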
Pol kappa inh – DNA polymerase kappa (human) inhibition | actives 0.53% (n = 400,000) | Q9UBT6 | purified Pol kappa, fluorescent DNA synthesis assay, 10 min | Potency, µM (series often up to 107 µM), inactives show at the highest dose activity, negative = inhibition, actives largely listed as inhibitors; further: potency means the concentration at half of the fitted maximal effect; on the % scale 0 is the no-effect control and ±100 the full control effect
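Inhibition of 10 nM Pol kappa is measured by a fluorescent read-out at 0 and 10 min following addition of 50 nM substrate (final), with a 15-min room-temperature compound preincubation.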
Numbers without * were called inactive; ? = inconclusive; / = no result given; & = joins results of further samples; [ ] = another dose, or the depositor's remark. Unless noted, the call rests on the fitted dose curve; in most records, active means well fitted curve in the direction sought with a large enough effect; inconclusive means small, poorly fitted or top-dose-only effect, or another doubt; inactive means no such curve, though single readings can be large; an effect the other way counts as inactive or inconclusive. These rows are one share of the data, so the mix of outcomes need not match the whole.

Fields: RGS4 inh	ERG-DNA inh	APE1 inh	Pol beta inh	12-LOX inh	Pol eta inh	LDHA inh	Apoferritin bind	Pol kappa inh
[1] CCN(CC)C(=O)OCc1c(-c2ccccc2)ncc2ccccc12
    -11.6%	-3.4%	13.6%	/	-20.4%	-14.1%	0.4	/	5.8%
[2] COc1cc(NC(=O)CCc2nnc3ccc(N4CCCC4)nn23)cc(OC)c1OC
    12.4%[11.4 µM]	5.4%	11.1%	-0.7%	80.6%[activator]	-20.2%	0.0	-7.3%	-10.1%
[3] CCOc1ccc(CNC(=O)c2cnc3sc(N(CC)CC)nn3c2=O)cc1OC
    -10.7%	-5.0%	/	15.3%	-4.3%	1.9%	-1.9	6.9%	-6.6%
[4] Cc1ccc(-c2nc(S(=O)(=O)c3ccccc3)c(SCC(=O)NC3CCCCC3)o2)cc1
    -14.6%	-3.4%	/	6.2%	4.1%	-7.0%	-0.6	-18.7%	-0.2%
[5] CCc1ccc(-n2c(SC(CC)C(=O)N(CC)CC)nc3n[nH]c(C)c3c2=N)cc1 (centres undefined)
    -4.0%	4.8%	/	0.9%	0.5%	-7.0%	-4.8	-17.4%	-6.5%[60.1 µM]
[6] Cc1ccc(C(=O)/C=C/c2cn(CN3CCN(C)CC3)c3ccccc23)cc1
    -31.1%	0.3%	17.7%	-4.6%	?	-28.3%	1.5	-13.9%	-18.2%
[7] COC(=O)Cn1c(CCS(=O)(=O)c2ccc(Cl)cc2)nc2ccccc21
    -4.0%	1.4%	0.9%	3.0%	0.0%	-15.7%	-2.0	-12.2%	-12.4%
[8] COc1ccc(O)cc1
    0.0%	5.0%	28.5%&-1.2%	/	-3.8%	-2.3%	3.0	/	5.5%
[9] COc1ccc(C(=O)N2CCC(C(=O)N3CCN(Cc4ccccc4)CC3)CC2)cc1
    -1.0%	0.8%	11.2%	0.4%	0.3%	0.1%	-2.2	-7.2%	0.0%
[10] CSc1ccccc1OCc1cc(C(=O)NCC(C)(C)N2CCOCC2)no1
    29.8%	0.5%	10.5%	16.2%	-2.0%	5.2%	-7.0	-9.9%	-4.1%
[11] COc1ccccc1C(=O)CC(=O)C(=O)Nc1cccc([N+](=O)[O-])c1C
    -27.7%	3.2%	-18.2%	-2.0%	-13.4%	-14.0%	0.3	-4.0%	9.1%
[12] O=C(CCn1cnc2onc(-c3ccc(F)cc3)c2c1=O)Nc1ccc(F)c(Cl)c1
    2.5%	4.3%	/	-5.5%	-19.3%	/	-1.3	?	-3.2%
[13] O=C(O)CCCCCNC(=O)C(=O)C1C(=O)Nc2ccccc21 (centres undefined)
    1.4%[11.4 µM]	3.5%	-0.9%	-0.5%	-6.6%	-13.0%	-1.0	-5.4%	-7.3%
[14] O=C(NCc1ccccc1)C(c1ccco1)N(C(=O)c1csnn1)c1ccccc1F (centres undefined)
    -5.7%	-7.2%	17.8%	0.5%	-10.0%	-15.2%	-0.1	-0.9%	-3.2%
[15] Cc1ccc(Cl)cc1NS(=O)(=O)c1ccc2oc(=O)ccc2c1
    -27.0%	6.9%	16.3%	-11.2%	-6.5%	-15.2%	-6.0	3.3%	1.2%

Whole records, quoted from the list.
Listed for `Cc1ccc(Cl)cc1NS(=O)(=O)c1ccc2oc(=O)ccc2c1` → RGS4 inh: -27.0%; ERG-DNA inh: 6.9%; APE1 inh: 16.3%; Pol beta inh: -11.2%; 12-LOX inh: -6.5%; Pol eta inh: -15.2%; LDHA inh: -6.0; Apoferritin bind: 3.3%; Pol kappa inh: 1.2%
Listed for `O=C(CCn1cnc2onc(-c3ccc(F)cc3)c2c1=O)Nc1ccc(F)c(Cl)c1` → RGS4 inh: 2.5%; ERG-DNA inh: 4.3%; APE1 inh: /; Pol beta inh: -5.5%; 12-LOX inh: -19.3%; Pol eta inh: /; LDHA inh: -1.3; Apoferritin bind: ?; Pol kappa inh: -3.2%

(listing goes on)
No. | molecule | RGS4 inh | ERG-DNA inh | APE1 inh | Pol beta inh | 12-LOX inh | Pol eta inh | LDHA inh | Apoferritin bind | Pol kappa inh
16 | CCNC(=O)COc1cccc2ccccc12 | 4.6% | -3.5% | 1.6% | 33.2% | -11.3% | -16.2% | -1.3 | -10.0% | 6.0%
17 | Cc1ccc(N2CC(C(=O)OCC(=O)Nc3ccccc3F)CC2=O)cc1 (centres undefined) | 12.0% | -14.1% | -1.9% | 0.9% | 3.7% | -2.7% | -9.3 | -18.4% | -13.8%
18 | S=C(NCC1CCCO1)N1CCN(c2ccccc2)CC1 (centres undefined) | 1.9% | 9.9% | -0.5% | 39.1% | -14.2% | -13.2% | -0.2 | -5.0% | 5.1%
19 | COc1cc(/C=C2/C(=O)NN(c3ccc(C)c(Cl)c3)C2=O)cc([N+](=O)[O-])c1O | -53.3% | -0.1% | -26.0% | 35.5µM* | 39.8µM* | 28.2µM* | 0.1 | -5.5% | 4.2%
20 | c1ccc(-n2ncc3c(NC4CCCCCC4)ncnc32)cc1 | -32.2% | -1.3% | 7.2% | 11.3% | 27.3%[57.4 µM] | -24.8% | -2.1 | 3.1% | -3.0%
21 | Cc1ccc2nc(/C(C#N)=C/c3cccc(Br)c3)[nH]c2c1 | -44.8% | 8.3% | / | 22.4µM* | ? | 56.2µM* | 2.7 | 23.7% | -19.5%
22 | Cc1ccc(SCCC(=O)Nc2c(C)n(C)n(-c3ccccc3)c2=O)cc1 | 2.3% | -15.4% | 2.9% | -1.2% | 7.2% | 1.9% | -4.9 | -13.5% | -1.1%
23 | C=CCNC(=O)C1=NN(c2c(F)c(F)cc(F)c2F)C(=O)CC1 | -5.5% | -5.2% | 10.7% | 4.0% | 11.4% | -6.1% | -1.0 | 6.6% | -12.9%

Another view of part of the listing above.
16: CCNC(=O)COc1cccc2ccccc12
  RGS4 inh: 4.6%
  ERG-DNA inh: -3.5%
  APE1 inh: 1.6%
  Pol beta inh: 33.2%
  12-LOX inh: -11.3%
  Pol eta inh: -16.2%
  LDHA inh: -1.3
  Apoferritin bind: -10.0%
  Pol kappa inh: 6.0%

17: Cc1ccc(N2CC(C(=O)OCC(=O)Nc3ccccc3F)CC2=O)cc1 (centres undefined)
  RGS4 inh: 12.0%
  ERG-DNA inh: -14.1%
  APE1 inh: -1.9%
  Pol beta inh: 0.9%
  12-LOX inh: 3.7%
  Pol eta inh: -2.7%
  LDHA inh: -9.3
  Apoferritin bind: -18.4%
  Pol kappa inh: -13.8%

18: S=C(NCC1CCCO1)N1CCN(c2ccccc2)CC1 (centres undefined)
  RGS4 inh: 1.9%
  ERG-DNA inh: 9.9%
  APE1 inh: -0.5%
  Pol beta inh: 39.1%
  12-LOX inh: -14.2%
  Pol eta inh: -13.2%
  LDHA inh: -0.2
  Apoferritin bind: -5.0%
  Pol kappa inh: 5.1%

19: COc1cc(/C=C2/C(=O)NN(c3ccc(C)c(Cl)c3)C2=O)cc([N+](=O)[O-])c1O
  RGS4 inh: -53.3%
  ERG-DNA inh: -0.1%
  APE1 inh: -26.0%
  Pol beta inh: 35.5µM*
  12-LOX inh: 39.8µM*
  Pol eta inh: 28.2µM*
  LDHA inh: 0.1
  Apoferritin bind: -5.5%
  Pol kappa inh: 4.2%
